High-throughput results from PubChem BioAssay.
Tat export inh: E. coli Tat transport inhibition; inhibition, % at 10 µM; 340,000 tested, 0.036% active; E. coli MC4100 TorA-mCherry Tat export, fluorescence;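 active means mean replicate inhibition at least 50% and at least half of replicates individually reaching 50%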;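 further: exported cargo escapes ClpAP degradation while cytoplasmic cargo is degraded and loses fluorescence; 0% = median of neutral control wells and 100% = median of NaSCN control wells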
HTR5A ag: activates human HTR5A in OPRM1-OPRD1 agonist counter-screen; P47898; HTR5A agonist assay, luminescence, cell-based; activation, % at 9.3 µM; 340,000 tested, 0.61% active; in the data active means activation mostly above about 9.5%, no sharp cut-off; inactive means mostly below about 7.6%;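 further: 0% = cells with vehicle only and 100% = reference agonist; strong numbers were not always called active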
Target sequence (P47898 whole entry, looked up): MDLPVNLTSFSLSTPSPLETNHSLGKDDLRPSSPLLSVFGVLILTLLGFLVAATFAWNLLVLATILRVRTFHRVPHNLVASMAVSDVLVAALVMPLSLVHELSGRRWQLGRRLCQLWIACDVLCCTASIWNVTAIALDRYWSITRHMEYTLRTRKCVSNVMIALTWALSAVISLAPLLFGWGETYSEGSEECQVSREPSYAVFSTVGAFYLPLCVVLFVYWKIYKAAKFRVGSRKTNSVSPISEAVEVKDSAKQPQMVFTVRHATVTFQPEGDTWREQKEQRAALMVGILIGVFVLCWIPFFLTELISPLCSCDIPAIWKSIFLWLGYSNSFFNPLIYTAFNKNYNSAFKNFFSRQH
PKA-R1A activ: activators of PKA-R1A complex. 340,000 tested, 0.083% active. PKA-R1A dissociation, Cy5-IP20 fluorescence polarization; scaled: DMSO 0%, 113 µM cGMP 100%. activation, % at 11.4 µM;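 active means percent activation above the mean of all tested compounds plus 3 SD, cut at about 19% in these data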;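 further: higher means more PKAc released from R1A so a rise in polarization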
HTR5A inv ag: counter-screen for OPRM1-OPRD1 inverse agonists: human HTR5A inverse agonism. P47898. HTR5A cell line, luminescence. inhibition, % at 9.3 µM. 340,000 tested, 0.083% active; in the data active means inhibition mostly above about 23%, no sharp cut-off; inactive means mostly below about 18%;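 further: 0% = cells with DMSO and 100% = no-cell wells with DMSO; some compounds called inactive have numbers as strong as hits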
SUMO Mot1 rescue: SUMOylation pathway inhibition by Mot1-301 growth rescue. S. cerevisiae Mot1-301 growth rescue, ATP luminescence, 38.5C; percent above DMSO median, 100 means doubled. 320,000 tested, 1% active. AID 2716. growth rescue, % at 18.8 µM;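 active means every valid replicate shows activation above 250% relative to neutral control wells; inactive means the rest, any valid replicate at or below 250%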;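 further: OY570 slx delta 5 strain wells were the positive control but not used for scaling; some compounds called inactive have numbers as strong as hits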
E coli growth: reduces bacterial viability in AddAB counter-screen | inhibition, % at 11.9 µM | AID 449728 | 330,000 tested, 0.27% active | E. coli V3065 growth, OD600 absorbance, 18 h;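 active means inhibition above the campaign's mean inhibition across all tested compounds plus 3 SD, cut at about 9.9% in these data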;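 further: uninfected addAB+ strain grown without phage in ampicillin broth; 0% = DMSO wells and 100% = ciprofloxacin 0.95 µg/ml wells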
PKA-R2B act: PKA-R2B complex activation; P22694+P31323; PKA-R2B holoenzyme dissociation, Cy5-IP20 fluorescence polarization; R2B truncated from residue 108, S112A mutant; 0% DMSO only, 100% 113 µM cGMP; activation, % at 11.4 µM; 340,000 tested, 0.079% active;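 active means activation above a cutoff set at the mean over all compounds plus 3 SD, cut at about 18% in these data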;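 further: higher means more holoenzyme dissociation and a rise in polarization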
Target sequence (P31323 whole entry, looked up, other chains not shown, the tested form may be a part): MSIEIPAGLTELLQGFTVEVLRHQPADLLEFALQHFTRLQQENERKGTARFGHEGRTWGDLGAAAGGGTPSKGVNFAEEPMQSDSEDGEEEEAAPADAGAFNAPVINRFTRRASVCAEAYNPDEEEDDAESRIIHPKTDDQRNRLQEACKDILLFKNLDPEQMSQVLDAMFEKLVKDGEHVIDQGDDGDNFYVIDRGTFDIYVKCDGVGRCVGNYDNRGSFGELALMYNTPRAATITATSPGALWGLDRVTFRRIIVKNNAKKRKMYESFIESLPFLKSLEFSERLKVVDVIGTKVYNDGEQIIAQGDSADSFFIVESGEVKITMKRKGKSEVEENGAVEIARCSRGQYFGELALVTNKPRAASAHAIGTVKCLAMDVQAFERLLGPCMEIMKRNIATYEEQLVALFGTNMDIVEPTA
DAGLB inhibitor: diacylglycerol lipase beta (human) inhibition | inhibition, % at 5.17 µM | HEK293T DAGLB membrane lysate, EnzChek fluorogenic substrate | 340,000 tested, 0.059% active | AID 504411 | Q8NCG7; in the data active means inhibition above about 34%;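 further: 0% = enzyme with vehicle and 100% = wells lacking enzyme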
CDK5 inh: inhibitors of human CDK5/p35 kinase. Recombinant CDK5/p35, ADP-Glo luminescence, 60 min. inhibition, % at 10 µM. 330,000 tested, 0.01% active;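 active means highest replicate inhibition of at least 50% and at least 75% of replicates reaching 50%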;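 further: plate controls were DMSO neutral control for no effect and GW8510 at 10 µM for full effect; many of its hits are not listed in these tables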
AddAB inh: less growth of phage-infected E. coli with AddAB; AID 435030; inhibition, % at 11.9 µM; E. coli expressing H. pylori AddAB, absorbance growth; 330,000 tested, 0.29% active; in the data active means inhibition above about 12%;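 further: 0% = vehicle wells of infected cells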
phage Ecoli inh: E. coli growth loss with phage present | growth absorbance | inhibition, % at 11.9 µM | 360,000 tested, 0.26% active | AID 651602; in the data active means inhibition above about 11%
Active calls of the source: *; nt = no result given.

SMILES | Tat export inh | HTR5A ag | PKA-R1A activ | HTR5A inv ag | SUMO Mot1 rescue | E coli growth | PKA-R2B act | DAGLB inhibitor | CDK5 inh | AddAB inh | phage Ecoli inh
CC(=O)NCCNc1nc2c(-c3cccc(C(F)(F)F)c3)nnn2c2ccccc12 | -3.9 | -0.1 | -4.0 | 0.4 | 2.9 | -1.2 | 9.2 | -0.5 | 1.1 | -1.3 | 2.3
CC1=C(C(=O)OC2CCCCC2)C(c2ccccc2F)NC(=O)N1 (stereo not given) | 3.2 | 3.4 | 2.0 | -11.9 | -14.7 | 1.6 | 5.7 | -2.2 | -0.5 | -0.3 | 1.3
O=S1(=O)c2ccccc2N=NN1Cc1ccc(Cl)cc1 | -0.2 | 0.9 | 4.1 | -36.5 | -11.2 | 0.0 | -1.0 | 2.6 | -0.2 | 1.8 | 2.8
CCCn1cc(S(=O)(=O)c2ccc(C)cc2)c(=O)c2cc(OCC)ccc21 | -3.0 | -1.4 | -9.2 | 6.9 | -2.0 | -2.4 | -2.1 | 2.2 | -0.8 | -0.8 | 1.7
CC(C)C[C@@H](CC#N)N1CCN(CCc2ccccc2)CCC1=O | -7.2 | 5.8 | 6.3 | -17.1 | 2.8 | 0.8 | 5.2 | -4.1 | 0.6 | 4.9 | 1.3
CC1CCC(C(C)C)C(OCC(O)CNC(C)c2ccccc2)C1 (stereo not given) | 5.2 | 0.8 | -1.3 | -2.1 | -23.4 | 2.3 | -5.6 | -0.4 | -0.8 | 0.7 | 4.7
CCN1C(=O)c2ccc(C(=O)Nc3nccs3)cc2C1=O | 7.5 | -5.1 | 1.6 | 4.9 | 6.8 | -0.5 | -1.6 | 2.7 | -0.9 | 1.4 | 2.5
CCC(O)c1cc2c(cc1NC(=O)c1ccc(C)cc1)OCCO2 (stereo not given) | -3.1 | 1.5 | 9.6 | 20.3 | 4.7 | 1.6 | -0.1 | -2.1 | -0.1 | 1.7 | 3.5
COc1ccc(C(=O)NCc2cccnc2)cc1Br | -4.8 | 0.2 | -3.1 | -0.9 | 3.7 | -0.6 | -6.9 | 1.0 | -1.0 | -2.7 | 3.0
O=C(CN(C(=O)CNC(=O)c1ccco1)c1ccc2c(c1)OCO2)NC1CCCCC1 | 11.9 | 0.3 | -2.3 | 0.7 | -3.8 | 0.3 | 3.1 | -0.5 | -2.3 | 1.9 | 0.6
O=C(NCc1cccc(Cl)c1)NCc1cccc(Cl)c1 | 6.3 | 7.5 | -0.2 | -63.2 | 2.4 | 0.6 | -6.6 | -7.3 | -0.2 | 0.8 | 0.9
CC(C)(C)n1ncc(Oc2ccccc2[N+](=O)[O-])c(Cl)c1=O | -3.7 | 6.2 | 8.3 | -16.6 | 4.1 | 0.6 | -4.9 | -2.5 | 0.5 | 1.5 | 4.0
CCN(C(=O)COC(=O)/C(C#N)=C/c1cc(C)n(CCOC)c1C)c1c(N)n(Cc2ccccc2)c(=O)[nH]c1=O | 3.8 | 0.8 | 2.4 | 5.5 | nt | nt | 1.6 | -1.8 | 0.8 | nt | -2.4
COc1ccccc1CNC(=O)COC(=O)CSc1ccc(Cl)cc1 | 1.7 | 13.5 | -0.1 | -35.1 | 26.3 | 4.2 | -0.4 | -2.1 | -1.3 | 2.2 | 2.6
CCN(CC)c1ncnc2sc3c(c12)CCC3 | 8.8 | 1.4 | 0.5 | -3.1 | -19.8 | -0.6 | 0.6 | -1.7 | 1.7 | 2.5 | 1.9
O=C(Oc1coc(CSc2nnc(NC(=O)C3CC3)s2)cc1=O)c1c(F)cccc1F | 2.6 | 2.4 | -11.2 | -16.6 | -6.1 | -2.2 | -1.4 | 2.1 | 0.4 | 1.0 | 2.0
Nc1cccn2c(-c3ccc(Cl)c(Cl)c3)cnc12 | -10.2 | 5.5 | -6.0 | 5.7 | 59.4 | -2.4 | -7.5 | 1.7 | 2.0 | 1.4 | 5.0
COC(=O)c1ccc2nc(C3CCCCC3)c3c(c2c1)CCC3 | -3.1 | 3.0 | -0.3 | -11.7 | -0.1 | 0.2 | -5.1 | 1.7 | 0.4 | -0.2 | 1.9
COc1ccc(/C=C/C(=O)N2c3ccccc3Sc3ccc(C(F)(F)F)cc32)cc1 | 0.7 | -2.3 | -4.4 | -32.7 | 7.8 | 0.0 | -3.2 | -12.9 | -2.6 | 2.3 | 3.0
CC(C)(C)C(=O)/C(=C/c1ccncc1)n1cncn1 | 0.6 | 6.4 | 2.2 | 15.8 | 21.9 | -0.5 | -10.8 | -1.8 | -1.3 | 0.9 | 4.0

4 entries picked at random from those above, as already listed:
SMILES | Tat export inh | HTR5A ag | PKA-R1A activ | HTR5A inv ag | SUMO Mot1 rescue | E coli growth | PKA-R2B act | DAGLB inhibitor | CDK5 inh | AddAB inh | phage Ecoli inh
COC(=O)c1ccc2nc(C3CCCCC3)c3c(c2c1)CCC3 | -3.1 | 3.0 | -0.3 | -11.7 | -0.1 | 0.2 | -5.1 | 1.7 | 0.4 | -0.2 | 1.9
CC(=O)NCCNc1nc2c(-c3cccc(C(F)(F)F)c3)nnn2c2ccccc12 | -3.9 | -0.1 | -4.0 | 0.4 | 2.9 | -1.2 | 9.2 | -0.5 | 1.1 | -1.3 | 2.3
COc1ccccc1CNC(=O)COC(=O)CSc1ccc(Cl)cc1 | 1.7 | 13.5 | -0.1 | -35.1 | 26.3 | 4.2 | -0.4 | -2.1 | -1.3 | 2.2 | 2.6
CC(C)(C)C(=O)/C(=C/c1ccncc1)n1cncn1 | 0.6 | 6.4 | 2.2 | 15.8 | 21.9 | -0.5 | -10.8 | -1.8 | -1.3 | 0.9 | 4.0

The list goes on:
SMILES | Tat export inh | HTR5A ag | PKA-R1A activ | HTR5A inv ag | SUMO Mot1 rescue | E coli growth | PKA-R2B act | DAGLB inhibitor | CDK5 inh | AddAB inh | phage Ecoli inh
CC(NC(=O)CSc1nc2c(c(C(F)(F)F)n1)CCc1ccccc1-2)c1ccccc1 (stereo not given) | -1.6 | 2.4 | 18.8* | 15.8 | -15.6 | 1.0 | -4.6 | -1.1 | 0.1 | -1.1 | 2.5
O=C(Cc1cccs1)Nc1ccc(S(=O)(=O)Nc2ncccn2)cc1 | -4.4 | 4.6 | -4.3 | -12.8 | nt | -0.4 | -7.6 | -0.8 | -2.7 | 2.9 | 2.1
COc1ccccc1NC(=O)CSC1=NCCN1 | -3.0 | -1.8 | -8.4 | 6.3 | -9.0 | -3.1 | -10.7 | -5.1 | -0.5 | -0.6 | 3.6
COc1ccc(S(=O)(=O)Nc2ccc(S(=O)(=O)Nc3ccc(F)cc3)cc2)cc1C | 6.7 | 7.2 | -1.9 | -12.6 | -19.5 | 0.8 | -4.2 | -1.7 | 1.8 | 3.4 | 2.0
COc1ccc(Cl)cc1C(=O)N/N=C/c1ccc(N2CCOCC2)cc1 | -4.6 | 4.0 | -2.2 | 13.5 | -9.6 | -0.2 | 4.9 | -0.6 | -0.4 | 3.6 | 2.8
O=C(Cc1ccc(-n2c(=O)[nH]c3ccsc3c2=O)cc1)N1CCN(c2ccc(Cl)cc2)CC1 | 9.0 | 2.2 | -3.6 | -5.6 | -10.5 | 3.9 | -5.2 | 0.3 | -5.5 | 1.9 | 0.9
O=C(Nc1nccs1)C(NS(=O)(=O)c1ccc(Br)s1)c1ccccc1 (stereo not given) | -1.3 | -0.1 | -1.9 | 0.1 | 4.8 | -0.1 | -5.6 | 4.5 | -0.1 | 1.3 | 2.9
O=C(CN1CCN(CC(=O)c2ccc(Cl)cc2)CC1)c1ccc(Cl)cc1 | -10.4 | -4.2 | -1.3 | 14.9 | nt | nt | -3.5 | 2.4 | -1.1 | nt | 1.7
Cc1cc(NC(=O)CSc2n[nH]c(-c3ccc(Cl)cc3Cl)n2)no1 | 3.7 | 3.1 | 6.8 | -8.0 | -15.3 | 0.0 | -7.2 | -2.8 | 1.4 | 0.9 | 6.4
C=CCn1c(Cc2cccs2)nnc1SCC(=O)Nc1ccc(OC)cc1 | -0.5 | 1.1 | 0.0 | -2.8 | -7.8 | 2.2 | -3.5 | -1.9 | 1.5 | 2.4 | 0.1
CCOC(=O)c1cnc2ccc(Br)cc2c1NCCCN1CCOCC1 | 0.5 | 3.8 | -4.5 | -13.9 | -5.5 | 1.1 | 12.8 | -3.3 | -0.2 | 1.2 | 2.8
CC(C)OC(=O)CNc1n[nH]c(=S)[nH]c1=O | 5.7 | -6.8 | 4.2 | 19.6 | nt | nt | 11.7 | 3.5 | -2.3 | nt | 2.2
CCOCC(=O)Nc1ccc(OCc2ccccc2)cc1 | 3.5 | -0.4 | 4.3 | 1.0 | 18.7 | 1.3 | 11.2 | -1.4 | -0.6 | 5.5 | 2.1
COc1cc2cc(CN(Cc3cccnc3)C(=O)Nc3ccccc3F)c(=O)[nH]c2cc1OC | -4.4 | 2.5 | 5.0 | -7.2 | 0.7 | -2.9 | 8.5 | 0.9 | -1.9 | -1.3 | 1.1
Cc1cc(NS(=O)(=O)c2ccc(NC(=S)NC(=O)c3ccc(C(C)(C)C)cc3)cc2)no1 | -1.9 | 6.0 | -9.6 | 2.6 | 5.2 | -0.3 | -5.0 | 3.8 | 1.5 | 4.3 | 6.1
COc1ccc(C(CC(=O)O)NC(=O)C(c2ccccc2)c2ccccc2)cc1 (stereo not given) | -2.2 | -2.4 | -3.1 | 9.0 | -7.3 | -2.0 | 1.5 | -0.2 | 1.3 | -1.3 | 1.2
Cc1ccc(-c2csc(/C(C#N)=C/Nc3ccccc3SC(F)(F)F)n2)cc1 | -1.7 | 2.7 | 12.3 | 4.2 | 21.5 | 0.3 | -3.1 | -1.0 | 1.7 | 3.4 | 5.0
CCCn1c(SCC(=O)NC2CCCC2)nnc1-c1cccnc1 | -1.0 | -2.9 | -3.6 | -1.1 | 129.2 | -1.8 | -1.1 | 1.2 | -2.2 | 2.4 | 2.0
Cc1ccc(N2CC(C(=O)NCCCn3ccnc3)CC2=O)cc1 (stereo not given) | -3.3 | 4.8 | -16.4 | 4.3 | 10.3 | 0.2 | -8.5 | -1.8 | 3.1 | 4.1 | 1.9
CC(C(=O)NCCc1ccc(S(N)(=O)=O)cc1)N1C(=O)CC(C)(C)Sc2ccccc21 (stereo not given) | 0.3 | -3.4 | 10.5 | 12.0 | 1.2 | 0.7 | 0.3 | -3.2 | -0.1 | 2.6 | 2.5
CCn1c(SCC(=O)NC2CC2)nnc1-c1ccccn1 | -4.6 | -0.8 | -8.0 | -1.4 | -17.8 | -1.7 | 0.6 | 3.9 | 1.5 | 4.4 | -1.0
COc1ccc(S(=O)(=O)N2CCC(CN3C(=O)c4cccc5cccc(c45)C3=O)CC2)cc1 | 2.8 | -2.2 | -8.8 | -24.5 | -2.3 | -0.8 | -11.2 | -3.3 | 0.6 | 2.4 | 2.0
CCOc1ccc(S(=O)(=O)N(C)c2ccc(OCC(=O)NCCc3ccc(OC)cc3)cc2)cc1 | 12.6 | -4.3 | -11.7 | -12.3 | 10.6 | -4.0 | -15.4 | -1.0 | -0.6 | 1.1 | -1.7
O=C(Nc1nc(-c2ccccn2)cs1)c1cc(S(=O)(=O)N2CCOCC2)ccc1F | -8.7 | -14.2 | 4.1 | 22.7 | nt | -5.1 | -4.2 | -2.0 | -1.0 | -5.7 | -3.9
COc1ccc(C(NCC(=O)Nc2c(C)cccc2C)c2ccccc2)cc1 (stereo not given) | 7.7 | -2.7 | -15.5 | 10.3 | 51.6 | -1.8 | 7.9 | -4.0 | -0.6 | -2.2 | -5.0
